# OX1R antag-1: antagonists of human orexin 1 receptor (OX1R); inhibition, % at 6.6 µM; hit rate 1.8% among 330,000; Orexin/Hypocretin receptor type 1 (Homo sapiens), O43613; OX1R-expressing cells, FRET antagonist read-out; AID 485270, 2010; in the data active = inhibition mostly above about 38%, no sharp cut-off; inactive = mostly below about 40%;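 also: 0% = agonist challenge alone and 100% = reference antagonist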
# Target sequence (O43613 whole entry, looked up): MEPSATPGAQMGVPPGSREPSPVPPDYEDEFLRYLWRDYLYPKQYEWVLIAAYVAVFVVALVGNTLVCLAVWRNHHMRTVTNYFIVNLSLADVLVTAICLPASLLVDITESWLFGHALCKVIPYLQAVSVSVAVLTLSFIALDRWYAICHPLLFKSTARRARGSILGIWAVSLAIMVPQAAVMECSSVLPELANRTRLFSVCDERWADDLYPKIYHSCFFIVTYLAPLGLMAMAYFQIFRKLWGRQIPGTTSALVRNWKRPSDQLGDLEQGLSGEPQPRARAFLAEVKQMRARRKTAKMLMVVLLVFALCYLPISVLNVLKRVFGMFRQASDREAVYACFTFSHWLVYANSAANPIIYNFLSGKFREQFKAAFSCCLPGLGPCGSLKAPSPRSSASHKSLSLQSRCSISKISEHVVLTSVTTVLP
# OX1R antag-2: OX1R (HCRTR1) antagonists, primary screen, fluorescence, CHO/OX1R cells, Fluo-8 calcium, orexin A | Fluo-8 calcium fluorescence | Orexin/Hypocretin receptor type 1 (Homo sapiens), O43613 | inhibition, % at 5 µM | hit rate 0.43% among 330,000 | AID 434989, 2010;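 active = inhibition above its plate's threshold, mean inhibition of all tested compounds on the plate plus 3 SD, cut at about 37% in these data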;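 also: 0% = orexin A challenge wells and 100% = SB-334867-A antagonist wells; not every result past the cut was called active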
# Numbers without * were called inactive.
SMILES,OX1R antag-1,OX1R antag-2
O=C(O)c1ccc(CN(c2ccccc2)S(=O)(=O)c2ccccc2)cc1,13,3
CC(=O)NCc1ccc(C(=O)CSc2nnc(C3CC3)n2C2CC2)cc1,6,-5
O=C1C(c2ccncc2)N(CCC2=CCCCC2)C(=O)CN1C1CCCCC1 (configuration not stated),4,-22
CNC(=O)NCCN1CCCC1=O,0,-7
Cc1cccc(NC(=O)c2cn(-c3ccccc3)nc2-c2ccccc2)c1,9,-22
CCCOc1ccc(CNC(=O)Cn2c(=O)oc3ccccc32)cc1,21,-15
COc1cccc(C2CC(c3ccc(Br)cc3)=NN2C(=O)c2ccncc2)c1OC (configuration not stated),17,-19
CC1=CC2=NC(=O)/C(=C/c3coc4ccccc4c3=O)C(=N)N2O1,17,-5
O=C(Nc1ccc2nc(-c3ccccc3)oc2c1)c1ccco1,94*,12
C=CCN(c1ccc(F)cc1)S(=O)(=O)c1cc(C(=O)OCC(=O)N(C)C2CCS(=O)(=O)C2)ccc1Cl (configuration not stated),3,-10
CCCOc1ccc(N2C(=O)CC(SCc3nc4ccccc4[nH]3)C2=O)cc1 (configuration not stated),12,-34
CCOc1ccc(-c2nc(CN3CCCC(C(=O)N4CCOCC4)C3)c(C)o2)cc1 (configuration not stated),27,-13
CCCOc1ccc(/C=C2/C(=O)ON=C2C)cc1OCC,3,-13
CC(=O)n1cc(Nc2ccc([N+](=O)[O-])cc2)c2ccccc21,3,-8
COc1ccc(CNC(=O)Cn2cnc3c(=O)n(C)c(=O)n(C)c32)cc1,12,-22
COn1c(-n2nc(C)cc2C)nc2ccccc2c1=O,15,-14
Cc1ccc(NC(=O)c2cccs2)cc1,-3,-19
COC(=O)[C@H](Cc1ccccc1)NC(=O)NCc1ccccc1OC,8,-4
COc1cc(C2/C(=C(\O)c3ccc4c(c3)CC(C)O4)C(=O)C(=O)N2CCCn2ccnc2)cc(OC)c1OC (configuration not stated),-5,-23
COc1cc(C2C3=C(Nc4ncnn42)c2ccccc2CC3)cc(OC)c1OC (configuration not stated),5,-36
Nc1ccc2nc(C(F)(F)F)[nH]c2c1,24,0
CCN(CC)CCN(C(=O)c1ccc(S(=O)(=O)N2CCCC2)cc1)c1nc2cc(C)cc(C)c2s1,17,-16
COc1ccc(N2C(=O)[C@@H]3[C@H](C2=O)[C@H](C(=O)c2ccc(OC(C)=O)cc2)N2N=CC=C[C@@H]32)cc1,37,-3
O=C(CSc1nnc(Cc2ccccc2)o1)N1CCOCC1,19,-10
COc1cccc(N2CCN(C(=O)c3oc4ccccc4c3NC(=O)Cc3ccc(OC)c(OC)c3)CC2)c1,12,-2
O=C(CSc1nnc(CNc2ccccc2)o1)N1CCCc2ccccc21,15,-20
CCc1ccc(NC(=O)C(C)Sc2ccc(S(=O)(=O)N3CCN(C)CC3)cn2)cc1 (configuration not stated),1,-18
NC1=NC(=O)/C(=C\c2ccc(O)c([N+](=O)[O-])c2)S1,90*,7
CCOC(=O)CNC(=O)Cn1cnc2c(cnn2-c2ccc(C)cc2)c1=O,15,-9
Cc1onc(-c2ccncc2)c1C(=O)O,9,-2

# The final 5 compounds of the part above lead into the next.
SMILES,OX1R antag-1,OX1R antag-2
O=C(CSc1nnc(CNc2ccccc2)o1)N1CCCc2ccccc21,15,-20
CCc1ccc(NC(=O)C(C)Sc2ccc(S(=O)(=O)N3CCN(C)CC3)cn2)cc1 (configuration not stated),1,-18
NC1=NC(=O)/C(=C\c2ccc(O)c([N+](=O)[O-])c2)S1,90*,7
CCOC(=O)CNC(=O)Cn1cnc2c(cnn2-c2ccc(C)cc2)c1=O,15,-9
Cc1onc(-c2ccncc2)c1C(=O)O,9,-2
O=C(COC(=O)c1cc(S(=O)(=O)N2CCCCC2)ccc1N1CCOCC1)c1ccccc1,2,-29
Fc1ccccc1NC(=S)NC1CCCC1,-2,-6
O=C(NC1CCSc2ccccc21)c1ccc(F)cc1 (configuration not stated),1,-21
CN(C)c1ccc(N/C(N)=N/c2nc(C(F)(F)F)cc(C(F)(F)F)n2)cc1,1,-24
COc1ccc(C2=NN(C(=O)CSc3nc(=O)n4cccc(C)c4n3)C(c3ccc(C)cc3)C2)cc1 (configuration not stated),6,-20
Cc1ccc2nc(-c3cccc(Br)c3)cc(C(=O)NC3CC3)c2c1,18,-15
CCC(=O)Nc1cccc(NC(=S)NC(=O)Cc2ccccc2)c1,13,-7
COC(=O)[C@]1(Cc2ccccc2)N[C@H](CN(C)C(=O)Nc2ccccc2)[C@@H]2C(=O)N(C)C(=O)[C@@H]21,10,-24
CC(C)CCN1CCN(CCCn2cccn2)CC1CCO (configuration not stated),14,-6
CS(=O)(=O)N1CCc2cc(S(=O)(=O)N3CCCCC3)ccc21,3,-21
C=CCN(C(=O)CNC(=O)c1ccco1)C(C(=O)NC1CCCCC1)c1ccc(OC)cc1OC (configuration not stated),19,-23
Cc1csc(NC(=O)CCNS(=O)(=O)c2ccc3c(c2)c(=O)n(C)c(=O)n3C)n1,4,-18
CCOc1ccc(C(=O)N/N=C/c2cc([N+](=O)[O-])cs2)cc1,-5,2
Cc1cc(C)c2nc3sc(C(=O)N4CCOCC4)c(N)c3cc2c1,22,-3
COc1ccc(C2CC(c3ccccc3)=NN2c2ccc(S(N)(=O)=O)cc2)cc1OC (configuration not stated),27,13
CCCCNC(=O)CSc1nc2ccc(Nc3nc(N4CCOCC4)nc(N4CCOCC4)n3)cc2s1,19,-31
Cc1c(Cl)cccc1NC(=O)CC1SCCNC1=O (configuration not stated),16,-9
CCOC(=O)CSc1nc2ccccc2n1C(=O)OCC,31,-16
CCOc1ccccc1NC(=O)COC(=O)c1cc(C)oc1C,12,-23
CC(=O)N(C1=C(N2CCOCC2)C(=O)c2ccccc2C1=O)c1ccc(C(=O)O)cc1,125*,-9
Clc1ccc(CN=C2Nc3ccccc3CS2)cc1,8,-16
CC(Nc1cc(N2CCNCC2)ccc1[N+](=O)[O-])c1ccccc1 (configuration not stated),14,-21
Nc1ccc(C(=O)N2CCN(S(=O)(=O)c3ccc4c(c3)OCCO4)CC2)cc1[N+](=O)[O-],-3,-5
CCCNC(=O)C(CC)NS(=O)(=O)c1ccc(OC)cc1 (configuration not stated),15,-15
CC1CN(Cc2cc(=O)oc3cc(O)c(Cl)cc23)CC(C)O1 (configuration not stated),19,-21
CSc1nc(N)nc2c1ncn2CC(=O)N[C@H](C)c1cccc2ccccc12,30,-14
Cc1ccc(NC(=O)CCNC(=O)c2ccco2)cc1F,21,3
CCN(C[C@H]1N[C@@](Cc2ccccc2)(C(=O)OC)[C@H]2C(=O)N(Cc3ccccc3)C(=O)[C@@H]12)S(=O)(=O)c1ccc(C(C)(C)C)cc1,4,-17
COC(=O)c1c(C)cc(O)c(C)c1O,12,10
O=C(CSc1nc(=O)n(CCCN2CCOCC2)c2c1CCC2)Nc1ccc(F)cc1,13,-20
COc1ccc(S(=O)(=O)N(CCN2CCOCC2)Cc2cc(OC)ccc2OC)cc1,27,-30
O=C(Nc1ccccc1)N1N=C(c2cccs2)CC1c1cccs1 (configuration not stated),17,-9
CC(=O)Nc1nc(C)c(CCCOc2ccc([N+](=O)[O-])cc2)c(=O)[nH]1,-3,0
Cc1cc2ccccc2n1CCNC(=O)C1CCCC1,22,-4
COc1cc(NC(=O)/C=C/c2ccccc2)c(C(=O)O)cc1OC,17,6
CSCCC(NS(=O)(=O)c1ccc2c(c1)Cc1cc(S(=O)(=O)NC(CCSC)C(=O)O)ccc1-2)C(=O)O (configuration not stated),8,-18
CNC(C)C#Cc1ccc2c(=O)c3cc(C)c(C)cc3oc2c1 (configuration not stated),19,-18
CC1(C)Cc2cccc(OCC(=O)N3CCN(c4ccc([N+](=O)[O-])cc4)CC3)c2O1,34,-7
COc1cccc(/C=C(/C#N)c2nc3ccccc3[nH]2)c1OC(C)C(=O)O (configuration not stated),5,-9
Cc1ccc(-n2nc3c(=O)n(C(C)C(=O)NCCC4=CCCCC4)nc(C)c3c2C)cc1 (configuration not stated),11,-4
COCCN(CCOC)CC(O)COC(c1ccccc1)c1ccccc1 (configuration not stated),10,-24
CCOC(=O)c1ccccc1NC1c2ccccc2C(=O)N1C1CCN(C(=O)OCC)CC1 (configuration not stated),11,-38
Cc1cc(C)nc(SCC(=O)Nc2ccc(S(=O)(=O)NC(C)(C)C)cc2)n1,15,1
COCCN(C(=O)COC(=O)c1cc2ccccc2cc1OC)c1c(N)n(Cc2ccccc2)c(=O)[nH]c1=O,29,-12
CCn1ccc(=O)c2cc3c(cc21)OCO3,17,-5
O=C(NCc1ccc(Cl)cc1Cl)Nc1ccccc1,15,-23
O=C(O)CC1C(=O)NCCN1Cc1cccs1 (configuration not stated),6,-6
NS(=O)(=O)c1cccc(C(=O)OCC(=O)NC2CCCc3ccccc32)c1 (configuration not stated),0,-34
CCC(=O)Nc1ccc(C(=O)CSc2nnc(-c3ccc(O)cc3)n2CC2CCCO2)cc1 (configuration not stated),14,-1
COc1ccc(C(C(=O)NC2CCCC2)N(Cc2cccnc2)C(=O)c2snc(C(N)=O)c2N)cc1 (configuration not stated),13,-41

# Ordered by the number under OX1R antag-2 (lowest first): some entries from above
molecule	OX1R antag-1	OX1R antag-2
NS(=O)(=O)c1cccc(C(=O)OCC(=O)NC2CCCc3ccccc32)c1 (configuration not stated)	0	-34
CNC(C)C#Cc1ccc2c(=O)c3cc(C)c(C)cc3oc2c1 (configuration not stated)	19	-18
CSc1nc(N)nc2c1ncn2CC(=O)N[C@H](C)c1cccc2ccccc12	30	-14
CC(C)CCN1CCN(CCCn2cccn2)CC1CCO (configuration not stated)	14	-6
COc1ccc(C2CC(c3ccccc3)=NN2c2ccc(S(N)(=O)=O)cc2)cc1OC (configuration not stated)	27	13

# The results go on:
SMILES,OX1R antag-1,OX1R antag-2
COc1ccc(NC(=O)CN2CCN(c3ccccc3C)CC2)cc1,8,-3
O=C(COc1ccc2c(c1)CCC2)N1CCN(c2ccc(F)cc2)CC1,2,-13
CC(C)c1nc2sc3ccccc3c(=O)c2c(=O)n1Cc1ccccc1,-1,8
COc1ccc(Nc2cnn(-c3nc4ccccc4s3)c(=O)c2Cl)cc1,26,-38
O=C(CCCCCN1C(=O)c2ccccc2C1=O)NC1CCCC1,13,-26
Cc1ccc(NC(=O)CN2C(=O)NC3(CCCC3)C2=O)nc1,4,-8
CC(=O)Nc1ccc(S(=O)(=O)Nc2nc3ccccc3nc2N2CCCCCC2)cc1,6,-35
COc1cc(OC)c(C(=O)Nc2ccc3ccccc3c2)cc1OC,34,-13
O=C1NC(=O)/C(=C\c2ccc(OCc3cccc(C(=O)O)c3)c(Cl)c2)N1,11,-16
CCOc1ccc2nc(NC(=O)C(NS(=O)(=O)c3cccs3)C(C)C)sc2c1 (configuration not stated),9,-17
Cc1cc(C)n(-c2ccc(C(=O)NCCCN3CCOCC3)cc2)n1,8,-13
O=C(c1cccs1)N1CCc2c([nH]c3ccccc23)C1c1ccc(Cl)cc1 (configuration not stated),40,-3
O=C1COc2ccccc2N1Cc1ccc(Cl)cc1,11,-24
Cc1ccc2sc(NC(=O)c3ccc(N4C(=O)CCC4=O)cc3)nc2c1C,6,2
COc1ccccc1C1C2=C(CCCC2=O)N(CC(=O)O)C2=C1C(=O)CCC2,45,-9
Cc1nnc(SCC(=O)Nc2nccs2)o1,15,0
CCCCCCCCCCCCN1[C@@H](CC(C)=O)c2cc(F)ccc2S1(=O)=O,26,-20
COc1ccc(S(=O)(=O)N2CCSCC2)cc1C(N)=O,4,-12
O=C(NC1CCCCC1)c1ccc(S(=O)(=O)N2CCCCC2)cc1,2,-14
Cn1c(=O)n(C)c2cc([N+](=O)[O-])c(N3CCN(C(=O)c4ccccc4)CC3)cc21,23,-18
CC/C(=N\NC(=O)C(N)=O)c1ccccc1O,12,-14
CCC(OC(=O)c1nsc(Cl)c1Cl)C(=O)NC(C)(C)CC (configuration not stated),13,-26
CNC(=S)Nc1ccc(Nc2ccccc2)cc1,9,-2
CCC(C)(C)NC(=O)C(c1ccc(OC)cc1)N(C(=O)CCC(=O)Nc1cc(C)on1)c1ccc2c(c1)OCCO2 (configuration not stated),9,-28
N#Cc1ccc(OCC(=O)N/N=C2/CC(c3ccccc3)Oc3ccccc32)cc1 (configuration not stated),21,-20
CC(=O)CSc1nnc(CSc2ncccn2)n1C1CCCCC1,5,-15
O=C(Cn1cc([N+](=O)[O-])cn1)Nc1ccn(Cc2c(F)c(F)cc(F)c2F)n1,12,-17
CN(C)CCCn1c(=O)n(Cc2ccco2)c(=O)c2c3c(sc21)CCCCC3,-6,-5
CCn1c(C)nc2cc(C(=O)N/N=C/c3cccc(O)c3O)ccc21,20,-19
NC(=O)CC(c1ccccc1)c1ccco1 (configuration not stated),17,-9
CN1CCN(S(=O)(=O)c2ccc(NCc3ccc4c(c3)OCO4)nc2)CC1,12,-9
Cc1ccc(OCC(O)CN2CCN(CC(O)COc3ccc(C)cc3Cl)CC2)c(Cl)c1 (configuration not stated),3,-18
O=Cc1ccc(OCc2ccccn2)cc1,11,-10
O=C1CCN(CCc2ccccc2)CCN1[C@H](CSc1ccccc1)Cc1ccccc1,5,-25
COc1cccc2c1O/C(=N\O)C(C(=O)Nc1ccc(C)cc1)C2 (configuration not stated),7,-14
O=C1c2cccnc2C(=O)N1CO,17,-13
Cc1ccc(C)c(Nc2nc(-c3ccncc3)nc3ccccc23)c1,9,-22
CC(C)c1ccc(-c2noc(C3CCCN(S(C)(=O)=O)C3)n2)cc1 (configuration not stated),5,-33

# Screening data as filed in PubChem BioAssay.
